MEX-5 binding – MEX-5 zinc finger RNA-binding disruptors – biochemical, C. elegans, fluorescence polarization, MLPCN library, primary screen | 300,000 tested, 0.38% active | AID 1832, 2009 | MEX-5/FITC-TCR2 RNA binding; hits give low values | Zinc finger protein mex-5 (Caenorhabditis elegans), Q9XUB2 | activity score (negative = inhibition of binding), % at 10 µM;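 active = inhibition past about -25% in most replicates, and total fluorescence under double the plate's negative control median, limit read from the data; inconclusive = replicates evenly split on the limit, or fluorescence at least double controls; inactive = too little inhibition in most replicates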;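 note: 0% = DMSO and -100% = 5 µM competing unlabeled TCR2 RNA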
PAD4 FP inh – human PAD4 inhibitors, primary screen, biochemical, fluorescence polarization, 1536-well format; recombinant PAD4, RCA probe fluorescence polarization; AID 485272, 2010; 330,000 tested, 0.41% active; inhibition, % at 6.36 µM;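 active = percent inhibition above a cutoff equal to the mean of all tested compounds plus 3 SD, cut at about 15% in these data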;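 note: 0% = PAD4 with RCA probe and DMSO and 100% = probe without PAD4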
GSTO1 inh – inhibitors of recombinant GSTO1, primary screen, counter-screen for RBBP9 inhibitor project, biochemical, fluorescence polarization. AID 1974, 2009. activity-based probe fluorescence polarization. Glutathione S-transferase omega-1 (Homo sapiens), P78417. 300,000 tested, 1.1% active. inhibition, % at 5.96 µM;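 active = inhibition above the campaign mean inhibition plus 3 SD, cut at about 35% in these data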;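 note: 0% = GSTO1-1 with DMSO and 100% = wells lacking GSTO1-1 enzyme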
Target sequence (P78417 whole entry, looked up): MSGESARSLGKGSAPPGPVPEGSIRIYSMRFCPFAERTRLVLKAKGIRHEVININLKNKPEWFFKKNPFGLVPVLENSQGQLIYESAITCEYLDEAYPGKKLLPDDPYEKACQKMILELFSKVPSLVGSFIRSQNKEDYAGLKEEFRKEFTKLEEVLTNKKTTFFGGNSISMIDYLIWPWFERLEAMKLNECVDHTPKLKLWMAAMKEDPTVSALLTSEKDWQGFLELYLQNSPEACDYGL
BCLXL inh – inhibitors of human Bcl-xL, primary screen, biochemical, fluorescence polarization, HTS | AID 2129, 2009 | GST-Bcl-xL / FITC-Bim BH3 peptide fluorescence polarization | 320,000 tested, 0.7% active | inhibition, % at 10.9 µM;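 active = inhibition above the mean of all tested compounds plus 3 SD, cutoff set per campaign, cut at about 30% in these data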;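 note: 0% = DMSO wells and 100% = unlabeled Bim-BH3 peptide competitor; inhibitors lower millipolarization by displacing the labeled peptide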
Fam108B inh – mouse Fam108B serine hydrolase inhibitors, primary screen, counter-screen for RBBP9 inhibitor project, biochemical, fluorescence polarization; inhibition, % at 9.51 µM; 300,000 tested, 0.33% active; AID 1947, 2009; recombinant Fam108B, FP-Rh probe fluorescence polarization;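 active = inhibition above the screen mean inhibition plus 3 SD, computed separately per campaign, cut at about 18% in these data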;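 note: inhibitors lower polarization as less probe binds the enzyme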
GLD-1 TGE inh – GLD-1/TGE RNA complex disruptors, primary screen, biochemical, fluorescence polarization; Female germline-specific tumor suppressor gld-1 (Caenorhabditis elegans), Q17339; purified GLD-1 + fluorescein TGE RNA; inhibition, % at 5.96 µM; 320,000 tested, 0.44% active; AID 2280, 2010;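 active = percent inhibition above a per-plate cutoff, the plate mean of test compounds plus 3 SD, cut at about 30% in these data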;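 note: 0% = DMSO wells with GLD-1 and probe and 100% = wells lacking GLD-1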
Target sequence (Q17339 whole entry, looked up): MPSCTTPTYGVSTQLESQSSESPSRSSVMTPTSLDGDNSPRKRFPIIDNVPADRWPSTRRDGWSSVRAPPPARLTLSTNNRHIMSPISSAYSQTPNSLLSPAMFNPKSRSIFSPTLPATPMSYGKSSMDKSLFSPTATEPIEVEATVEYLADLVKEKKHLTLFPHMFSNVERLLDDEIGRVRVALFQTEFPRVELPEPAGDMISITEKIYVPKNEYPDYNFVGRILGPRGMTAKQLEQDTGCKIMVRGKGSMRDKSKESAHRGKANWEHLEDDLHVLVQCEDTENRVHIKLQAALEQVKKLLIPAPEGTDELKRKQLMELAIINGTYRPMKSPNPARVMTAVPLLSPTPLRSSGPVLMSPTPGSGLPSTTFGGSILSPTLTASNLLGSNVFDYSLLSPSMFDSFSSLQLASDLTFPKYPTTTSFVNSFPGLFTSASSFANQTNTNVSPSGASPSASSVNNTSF
PME-1 primary – PME-1 inhibitors via competitive probe labeling, primary screen, biochemical, fluorescence polarization, FP-Rh probe, HTS; inhibition, % at 5.9 µM; Protein phosphatase methylesterase 1 (Homo sapiens), Q9Y570; 320,000 tested, 0.53% active; recombinant PME-1;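 active = inhibition above the campaign mean of all compounds plus 3 SD, cut at about 26% in these data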;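 note: competitive labeling of PME-1 active site by serine hydrolase directed probe; 0% = PME-1 with DMSO and 100% = wells lacking PME-1 enzyme; inhibitors block probe labeling so polarization falls and inhibition rises; many of its hits are not listed in these tables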
TPT1 inhibitor – Candida albicans TPT1 enzyme inhibitors, primary screen, biochemical, fluorescence polarization; tRNA 2'-phosphotransferase TPT1 (Candida albicans SC5314); 300,000 tested, 0.81% active; inhibition, % at 5 µM; recombinant caTPT1, FP RNA substrate dephosphorylation;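 active = inhibition above the mean of all tested compounds plus 3 SD, set per screening campaign, cut at about 24% in these data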;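 note: plate controls were DMSO alone for no effect and ferristatin control at 100 nM for full effect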
MCL1-BIM inh – inhibitors of MCL1 binding to BIM-BH3, primary screen, biochemical, fluorescence polarization | AID 2057, 2009 | GST-MCL1 / FITC-Bim-BH3 fluorescence polarization | Induced myeloid leukemia cell differentiation protein Mcl-1 (Homo sapiens), Q07820 | 320,000 tested, 0.68% active | inhibition, % at 10.9 µM;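 active = inhibition above the mean inhibition of all tested compounds plus 3 SD, set per campaign, cut at about 40% in these data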;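 note: 0% = DMSO wells and 100% = unlabeled Bim-BH3 peptide control; higher means more loss of mP so more displacement of Bim peptide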
Target sequence (Q07820 whole entry, looked up): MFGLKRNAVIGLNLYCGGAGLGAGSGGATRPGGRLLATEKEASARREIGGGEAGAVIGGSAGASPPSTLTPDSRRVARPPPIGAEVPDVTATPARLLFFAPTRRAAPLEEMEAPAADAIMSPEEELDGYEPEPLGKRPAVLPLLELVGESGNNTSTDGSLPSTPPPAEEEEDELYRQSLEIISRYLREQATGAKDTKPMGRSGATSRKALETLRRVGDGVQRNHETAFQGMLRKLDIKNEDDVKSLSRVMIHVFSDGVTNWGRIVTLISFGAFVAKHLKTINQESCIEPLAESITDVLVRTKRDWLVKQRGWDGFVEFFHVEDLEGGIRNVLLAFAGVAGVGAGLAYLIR
An asterisk follows results filed as active.

Results for Cc1ccccc1C(=O)N1CCC(C(=O)N(C)CCOc2ccccc2)CC1 ?
MEX-5 binding: 1.6; PAD4 FP inh: -1; GSTO1 inh: 2; BCLXL inh: 4; Fam108B inh: 4; GLD-1 TGE inh: 6; PME-1 primary: 4; TPT1 inhibitor: -2; MCL1-BIM inh: -2

How did COc1cc(/C=N/n2cnnc2)ccc1OCCSc1ccc(C)cc1 do in these assays?
MEX-5 binding: 0.5; PAD4 FP inh: -2; GSTO1 inh: -5; BCLXL inh: 5; Fam108B inh: -4; GLD-1 TGE inh: 0; PME-1 primary: -5; TPT1 inhibitor: -6; MCL1-BIM inh: 1

Results for COc1ccc(-c2sc(NC(=O)c3ccc(C)cc3)nc2-c2ccc([N+](=O)[O-])cc2)cc1 ?
MEX-5 binding: 3.3; PAD4 FP inh: 2; GSTO1 inh: 0; BCLXL inh: -10; Fam108B inh: -12; GLD-1 TGE inh: -12; PME-1 primary: -3; TPT1 inhibitor: 14; MCL1-BIM inh: -18

Results for CN1C(=O)c2ccccc2NC(=O)[C@]12O[C@@H]2c1cccc(O)c1 ?
MEX-5 binding: -44*; PAD4 FP inh: 1; GSTO1 inh: 12; BCLXL inh: 62*; Fam108B inh: 2; GLD-1 TGE inh: 26; PME-1 primary: -4; TPT1 inhibitor: 24*; MCL1-BIM inh: 65*

What do the screens show for `Cc1cccc(N(C(=O)c2snc(C(N)=O)c2N)C(C(=O)NCC2CCCO2)c2ccc(N(C)C)cc2)c1C` (stereo not drawn)?
MEX-5 binding: 0.9; PAD4 FP inh: -2; GSTO1 inh: 1; BCLXL inh: 1; Fam108B inh: -1; GLD-1 TGE inh: 1; PME-1 primary: 1; TPT1 inhibitor: 2; MCL1-BIM inh: 8

How did O=C(CN1C(=O)/C(=C/c2ccccc2Cl)SC1=S)NC1CCS(=O)(=O)C1 (stereo not drawn) do in these assays?
MEX-5 binding: 1.2; PAD4 FP inh: -2; GSTO1 inh: -2; BCLXL inh: 6; Fam108B inh: 2; GLD-1 TGE inh: 7; PME-1 primary: 4; TPT1 inhibitor: 1; MCL1-BIM inh: 3

Results for Cc1ccc(NC2CCCN(C(=O)C3CCCCC3)C2)cc1C (stereo not drawn) ?
MEX-5 binding: -5.6; PAD4 FP inh: 3; GSTO1 inh: 2; BCLXL inh: 2; Fam108B inh: 1; GLD-1 TGE inh: 3; PME-1 primary: 3; TPT1 inhibitor: 1; MCL1-BIM inh: 8

How did O=C(CSc1ccccn1)N1CCN(c2ncc(C(F)(F)F)cc2Cl)CC1 do in these assays?
MEX-5 binding: 0.5; PAD4 FP inh: 1; GSTO1 inh: -1; BCLXL inh: 0; Fam108B inh: -2; GLD-1 TGE inh: 8; PME-1 primary: -3; TPT1 inhibitor: -2; MCL1-BIM inh: -3

Results for CCOC(=O)c1ccc(NC(=O)CN2C(=O)NC3(CCC(C)CC3)C2=O)cc1 (stereo not drawn) ?
MEX-5 binding: -1.1; PAD4 FP inh: 2; GSTO1 inh: -1; BCLXL inh: -4; Fam108B inh: -2; GLD-1 TGE inh: 3; PME-1 primary: -4; TPT1 inhibitor: 1; MCL1-BIM inh: -11

What do the screens show for `CC(C)OCCCn1c(=S)[nH]c2ccc(N3CCOCC3)cc2c1=O`?
MEX-5 binding: 2.9; PAD4 FP inh: -4; GSTO1 inh: 31; BCLXL inh: 13; Fam108B inh: -1; GLD-1 TGE inh: 2; PME-1 primary: -3; TPT1 inhibitor: 5; MCL1-BIM inh: 23

What do the screens show for `CCOc1ccccc1NC(=O)C(OC(=O)c1cc(C)oc1C)c1ccccc1` (stereo not drawn)?
MEX-5 binding: 3.1; PAD4 FP inh: 0; GSTO1 inh: -3; BCLXL inh: -8; Fam108B inh: -3; GLD-1 TGE inh: 5; PME-1 primary: -5; TPT1 inhibitor: 1; MCL1-BIM inh: -13

Results for COc1ccc(/C=C/c2ccc3c(Br)ccc(O)c3n2)cc1 ?
MEX-5 binding: inconclusive; PAD4 FP inh: -4; GSTO1 inh: 3; BCLXL inh: 12; Fam108B inh: 0; GLD-1 TGE inh: 8; PME-1 primary: 12; TPT1 inhibitor: -4; MCL1-BIM inh: 20

Results for CC1(C(=O)NC2CCCCCCC2)CCC(=O)N1Cc1cccnc1 (stereo not drawn) ?
MEX-5 binding: 2.7; PAD4 FP inh: 1; GSTO1 inh: 10; BCLXL inh: 4; Fam108B inh: 6; GLD-1 TGE inh: 7; PME-1 primary: 1; TPT1 inhibitor: 2; MCL1-BIM inh: 5

What do the screens show for `Cc1ccc(CNC(=O)C2CCCN(S(C)(=O)=O)C2)cc1` (stereo not drawn)?
MEX-5 binding: -2.5; PAD4 FP inh: -1; GSTO1 inh: 9; BCLXL inh: -1; Fam108B inh: 2; GLD-1 TGE inh: -7; PME-1 primary: -1; TPT1 inhibitor: 2; MCL1-BIM inh: 1

What do the screens show for `Cc1noc(C(=O)N2CCN(c3ccc(F)cc3)CC2)c1Cl`?
MEX-5 binding: -1.0; PAD4 FP inh: 0; GSTO1 inh: 7; BCLXL inh: 3; Fam108B inh: 2; GLD-1 TGE inh: 9; PME-1 primary: -1; TPT1 inhibitor: -1; MCL1-BIM inh: 2

Results for CC(C(=O)Nc1cccnc1)N1C(=O)C2C3C=CC(C3)C2C1=O (stereo not drawn) ?
MEX-5 binding: -0.1; PAD4 FP inh: 1; GSTO1 inh: 4; BCLXL inh: 89*; Fam108B inh: -2; GLD-1 TGE inh: -4; PME-1 primary: -2; TPT1 inhibitor: -4; MCL1-BIM inh: 6

How did CC(C)(OC1OC(CO)C(O)C(O)C1O)[C@H]1Oc2ccc3ccc(=O)oc3c2[C@H]1O (stereo partly drawn) do in these assays?
MEX-5 binding: 2.1; PAD4 FP inh: -3; GSTO1 inh: 2; BCLXL inh: 5; Fam108B inh: -4; GLD-1 TGE inh: 7; PME-1 primary: -5; TPT1 inhibitor: -2; MCL1-BIM inh: 2

How did O=C(CCc1ccc(S(=O)(=O)N2CCOCC2)cc1)Nc1ccc2c(c1)OCCO2 do in these assays?
MEX-5 binding: -0.3; PAD4 FP inh: 1; GSTO1 inh: 4; BCLXL inh: 1; Fam108B inh: -1; GLD-1 TGE inh: -4; PME-1 primary: -4; TPT1 inhibitor: -1; MCL1-BIM inh: -4

Results for CCOC(=O)c1c(C)nc2c(c1-c1ccccc1)C(=O)c1ccccc1-2 ?
MEX-5 binding: -0.6; PAD4 FP inh: -5; GSTO1 inh: -1; BCLXL inh: 1; Fam108B inh: 4; GLD-1 TGE inh: 1; PME-1 primary: 5; TPT1 inhibitor: -2; MCL1-BIM inh: -3

What do the screens show for `COc1ccc(CCNC(=O)C2CCN(S(=O)(=O)N3CCCCCC3)CC2)cc1OC`?
MEX-5 binding: 2.3; PAD4 FP inh: -6; GSTO1 inh: -3; BCLXL inh: 3; Fam108B inh: 2; GLD-1 TGE inh: 1; PME-1 primary: -1; TPT1 inhibitor: -3; MCL1-BIM inh: -1

How did CCOC(=O)C(C)Oc1ccc(NC(=O)C(Cl)(Cl)Cl)cc1 (stereo not drawn) do in these assays?
MEX-5 binding: 0.8; PAD4 FP inh: 4; GSTO1 inh: -8; BCLXL inh: 0; Fam108B inh: -1; GLD-1 TGE inh: 2; PME-1 primary: 6; TPT1 inhibitor: -5; MCL1-BIM inh: -8

How did CC(C)c1ccc(C2C3=C(COC3=O)Nc3cc4c(cc32)OCO4)cc1 (stereo not drawn) do in these assays?
MEX-5 binding: -2.4; PAD4 FP inh: 1; GSTO1 inh: 14; BCLXL inh: 8; Fam108B inh: -2; GLD-1 TGE inh: 1; PME-1 primary: 5; TPT1 inhibitor: -1; MCL1-BIM inh: 4

Results for CCn1cc(C(=O)NCc2ccc3c(c2)OCO3)c(=O)c2cc(S(=O)(=O)N(C)C)ccc21 ?
MEX-5 binding: -0.2; PAD4 FP inh: 2; GSTO1 inh: 11; BCLXL inh: 2; Fam108B inh: -1; GLD-1 TGE inh: 8; PME-1 primary: -2; TPT1 inhibitor: 0; MCL1-BIM inh: 2

What do the screens show for `O=C(CSc1nnc(-c2ccccc2)o1)Nc1ccccc1F`?
MEX-5 binding: 1.9; PAD4 FP inh: 1; GSTO1 inh: 7; BCLXL inh: 2; Fam108B inh: 1; GLD-1 TGE inh: 8; PME-1 primary: -2; TPT1 inhibitor: 0; MCL1-BIM inh: -3

Results for O=C(Cc1ccc(F)cc1)N1CCC(CC2CC(c3ccc(Cl)cc3)=NO2)(C(=O)NCC2CCCCC2)CC1 (stereo not drawn) ?
MEX-5 binding: 0.6; PAD4 FP inh: 1; GSTO1 inh: -1; BCLXL inh: 5; Fam108B inh: -3; GLD-1 TGE inh: 0; PME-1 primary: -10; TPT1 inhibitor: 0; MCL1-BIM inh: 0

How did O=C(NCc1cn2ccccc2n1)c1ccc2c(c1)OCO2 do in these assays?
MEX-5 binding: -4.8; PAD4 FP inh: -1; GSTO1 inh: 0; BCLXL inh: 4; Fam108B inh: -1; GLD-1 TGE inh: 2; PME-1 primary: -3; TPT1 inhibitor: 1; MCL1-BIM inh: 9

Results for Cc1ccc(S(=O)(=O)N2CCN(C(=O)Cn3nc(C)c([N+](=O)[O-])c3C)CC2)cc1 ?
PAD4 FP inh: -1; BCLXL inh: 5; GLD-1 TGE inh: -1; PME-1 primary: 10; MCL1-BIM inh: -1

How did Cc1ccc(Nc2nc(Cl)c(C=O)s2)cc1 do in these assays?
MEX-5 binding: 0.7; PAD4 FP inh: -10; GSTO1 inh: 19; BCLXL inh: -18; Fam108B inh: 2; GLD-1 TGE inh: -28; PME-1 primary: 5; TPT1 inhibitor: 54*; MCL1-BIM inh: -30

How did Cc1ccc(N(CC(=O)NCc2ccccc2Cl)S(=O)(=O)c2c(C)noc2C)cc1 do in these assays?
MEX-5 binding: 1.9; PAD4 FP inh: 0; GSTO1 inh: -1; BCLXL inh: 8; Fam108B inh: -1; GLD-1 TGE inh: -7; PME-1 primary: 6; TPT1 inhibitor: 1; MCL1-BIM inh: 8

What do the screens show for `C[C@H]1CCC(=O)N([C@H](CC#N)Cc2ccccc2)CC1`?
MEX-5 binding: 2.1; PAD4 FP inh: 4; GSTO1 inh: 12; BCLXL inh: 4; Fam108B inh: 0; GLD-1 TGE inh: -3; PME-1 primary: -3; TPT1 inhibitor: 0; MCL1-BIM inh: 2

Results for Cc1ccc(SCc2cc(=O)[nH]c(Nc3nc(C)c4ccccc4n3)n2)cc1 ?
MEX-5 binding: 0.2; PAD4 FP inh: 3; GSTO1 inh: -6; BCLXL inh: 1; Fam108B inh: -15; GLD-1 TGE inh: 9; PME-1 primary: -8; TPT1 inhibitor: -1; MCL1-BIM inh: 5

From PubChem

These rows are one share of the data; the hit share may differ from the screen's.
